# Compound activity as filed in PubChem BioAssay.
# LRH-1 inv ag = suppresses constitutive activity of human LRH-1; HEK293T StAR-luciferase reporter, LRH-1 transfected, 24 h; inhibition, % at 3.6 µM; 0.13% of 360,000 active; AID 602396;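 active means inhibition above the mean inhibition of all tested compounds plus 3 SD, cut at about 73% in these data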;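 further: 0% = DMSO wells and 100% = reporter-only cells lacking LRH-1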
# NOD2 RIPK2 PPI = NOD2-RIPK2 protein interaction inhibition; O43353; CHO BLA complementation NOD2-RIPK2, CCF4 ratio; inhibition, % at 4.98 µM; 0.38% of 360,000 active; AID 624267; in the data active means inhibition above about 21%;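 further: 0% = vehicle only and 100% = reference blocker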
# SRC1 inh = inhibits human SRC1 coactivator. Q15788. HEK293 GAL4-SRC1 luciferase reporter, luminescence. inhibition, % at 3.6 µM. 0.12% of 360,000 active. AID 588354;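 active means inhibition above the campaign mean plus 3 SD, with each screening campaign given its own cutoff, cut at about 60% in these data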;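 further: 0% = DMSO treated cells and 100% = gossypol at 36 µM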
# SRC2 inh = human SRC2 (NCOA2) inhibition; Q15596; HEK293 GAL4-SRC2 luciferase reporter, luminescence; inhibition, % at 9 µM; 0.17% of 370,000 active; AID 651957;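 active means inhibition above the mean inhibition of all tested compounds plus 3 SD, set per campaign, cut at about 52% in these data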;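 further: 0% = DMSO treated cells and 100% = cells given Gossypol at 36 µM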
# NCOA3 inh = inhibitors of human steroid receptor coactivator 3 (SRC3). Q9Y6Q9. 0.17% of 360,000 active. HEK293 GAL4-SRC3 luciferase reporter, luminescence. inhibition, % at 3.6 µM;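 active means inhibition above a per-campaign cutoff, the mean of all compounds plus 3 SD, cut at about 60% in these data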;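 further: 0% = DMSO-treated cells and 100% = gossypol-treated cells at 36 µM; higher means less SRC3-driven luciferase light from the GAL4 reporter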
# TWEAK Fn14 block = TWEAK-Fn14 signaling inhibition. TWEAK-stimulated Fn14 reporter cells, luciferase luminescence, 8 h. inhibition, % at 10 µM. 2% of 360,000 active. AID 1159606; in the data active means inhibition above about 50%
# NR2F2 inh = NR2F2 (human) inhibition, primary screen | P24468 | HEK293T NGFI-A luciferase reporter, luminescence | inhibition, % at 8.6 µM | 0.7% of 370,000 active | AID 686940;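 active means inhibition above a per-plate cutoff, mean inhibition of test wells between control levels plus 3 SD, cut at about 38% in these data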;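 further: cells cotransfected with COUP-TFII expression vector driving the NGFI-A reporter; 0% = median of COUP-TF2 test wells and 100% = reporter-only cells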
# TLR9-MyD88 block = inhibitors of human TLR9-MyD88 binding; Q9NR96+Q99836; CHO BLA complementation TLR9-MyD88, CCF4 FRET ratio; inhibition, % at 4.98 µM; 0.21% of 340,000 active;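 active means inhibition above the mean over all tested compounds plus 3 SD, cut at about 21% in these data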;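 further: 0% = DMSO only wells and 100% = clavulanate BLA inhibitor control wells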
# Target sequence (Q99836 whole entry, looked up): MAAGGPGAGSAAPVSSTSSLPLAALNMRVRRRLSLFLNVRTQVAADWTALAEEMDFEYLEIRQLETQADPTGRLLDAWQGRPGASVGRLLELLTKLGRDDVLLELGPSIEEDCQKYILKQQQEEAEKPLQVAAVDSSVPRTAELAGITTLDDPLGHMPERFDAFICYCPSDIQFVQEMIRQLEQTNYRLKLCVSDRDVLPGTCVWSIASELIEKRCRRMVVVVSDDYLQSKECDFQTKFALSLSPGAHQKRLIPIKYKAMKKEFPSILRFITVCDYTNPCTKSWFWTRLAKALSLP
# Target sequence (Q9NR96 whole entry, looked up): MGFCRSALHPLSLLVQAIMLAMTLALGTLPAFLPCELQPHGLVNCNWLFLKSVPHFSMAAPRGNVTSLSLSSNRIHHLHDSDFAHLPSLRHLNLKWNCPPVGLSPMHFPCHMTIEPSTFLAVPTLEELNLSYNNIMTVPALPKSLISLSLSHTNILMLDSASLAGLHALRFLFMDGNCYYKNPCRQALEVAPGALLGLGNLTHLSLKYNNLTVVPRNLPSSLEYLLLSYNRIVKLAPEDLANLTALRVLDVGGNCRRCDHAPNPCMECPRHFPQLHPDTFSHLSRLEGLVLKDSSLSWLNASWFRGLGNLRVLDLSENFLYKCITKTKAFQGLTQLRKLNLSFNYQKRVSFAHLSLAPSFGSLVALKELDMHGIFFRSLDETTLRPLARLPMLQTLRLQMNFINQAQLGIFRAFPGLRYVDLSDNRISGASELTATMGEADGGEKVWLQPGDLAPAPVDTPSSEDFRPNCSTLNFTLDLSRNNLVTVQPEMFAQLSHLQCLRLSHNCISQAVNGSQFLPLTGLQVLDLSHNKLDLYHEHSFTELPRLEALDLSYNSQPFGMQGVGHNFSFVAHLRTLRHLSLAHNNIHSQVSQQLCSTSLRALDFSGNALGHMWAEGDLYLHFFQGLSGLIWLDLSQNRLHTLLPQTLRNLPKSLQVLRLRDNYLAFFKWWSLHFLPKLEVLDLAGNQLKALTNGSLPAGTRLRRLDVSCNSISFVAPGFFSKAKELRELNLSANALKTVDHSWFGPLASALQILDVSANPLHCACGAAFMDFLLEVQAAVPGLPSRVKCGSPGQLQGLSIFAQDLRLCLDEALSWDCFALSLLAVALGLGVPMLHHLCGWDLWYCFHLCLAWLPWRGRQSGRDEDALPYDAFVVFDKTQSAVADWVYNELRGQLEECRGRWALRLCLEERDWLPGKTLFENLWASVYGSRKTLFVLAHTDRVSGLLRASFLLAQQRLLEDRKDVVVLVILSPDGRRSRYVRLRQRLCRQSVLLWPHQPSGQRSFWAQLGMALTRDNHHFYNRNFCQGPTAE
# ABHD5-PLIN5 inh = inhibitors of human ABHD5-perilipin-5 interaction; inhibition, % at 4 µM; 0.78% of 360,000 active; Split G. princeps luciferase complementation, luminescence, 4 h; Q00G26+Q8WTS1;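 active means inhibition above the mean inhibition across every tested compound plus 3 SD, cut at about 22% in these data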;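 further: 0% = DMSO only wells and the 100% control is not disclosed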
# Exocytosis inh = blocks lytic granule exocytosis; AID 651702; inhibition, % at 10 µM; 0.66% of 360,000 active; TALL-104 LAMP-1 surface exposure, flow cytometry; cells stimulated with thapsigargin and PMA;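 active means inhibition above about 55%, limit read from the data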
# TROY signal inh = TROY signaling inhibition | Q293 LMP1-TROYcd NF-kB luciferase reporter, 4 h | inhibition, % at 10 µM | 0.98% of 360,000 active | AID 1347056;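 active means compounds whose plate-normalised and pattern-corrected inhibition of the luciferase reporter signal at the single screening dose is 50% or more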
# Numbers without * were called inactive; . = not tested or not shown. Only part of the results is shown (hit frequency here may not be typical).
SMILES,LRH-1 inv ag,NOD2 RIPK2 PPI,SRC1 inh,SRC2 inh,NCOA3 inh,TWEAK Fn14 block,NR2F2 inh,TLR9-MyD88 block,ABHD5-PLIN5 inh,Exocytosis inh,TROY signal inh
O=C(NCCC1=CCCCC1)C1CCCN(S(=O)(=O)c2ccccc2)C1 (stereo unspecified),5,-4,8,-9,22,5,4,1,3,1,16
CC1(C)CC(=O)c2c(oc3ccc(NS(=O)(=O)c4cccc5cccnc45)cc23)C1,-17,19,2,21,14,24,3,-6,3,0,13
CCOc1ccc(N=C(C)C2=C(O)c3ccccc3C2=O)cc1,-84,0,-78,-62,-84,8,-48,4,-5,1,-9
COC(=O)c1c(C)cc(O)c(C=O)c1O,-4,-5,3,.,8,0,.,4,-6,-6,6
O=C(CC1SC(N2CCCCC2)=NC1=O)Nc1ccc(C(=O)NCCc2ccc(F)cc2)cc1 (stereo unspecified),8,0,-24,26,-20,2,-7,-5,-5,1,8
CCn1c(-c2ccoc2C)n[nH]c1=S,-9,1,1,4,20,7,-7,-4,7,1,10
CC(=O)N1CCN(CC(=O)Nc2ccc(C)c(F)c2)CC1,-4,1,-13,0,-17,0,10,-5,2,-4,-8
CCOC(=O)c1c(N2C(=O)Nc3ccccc3N2O)n[nH]c1-c1cccc(OC)c1,-12,-6,4,14,11,15,-19,-13,-1,-11,9
Cc1ccc(NC(=S)N(Cc2ccccc2)C(C)C)cc1,-7,2,1,-5,17,-5,-4,.,1,-3,-18
CCOC(=O)C1=C(COC(=O)c2cccc(Cl)c2)NC(=O)NC1C (stereo unspecified),-5,-4,2,-9,7,-8,-19,-6,0,-7,2
O=C(NCc1cccnc1)c1ccccc1NS(=O)(=O)c1ccc(F)cc1,-3,-10,-2,-10,-3,13,16,-10,0,-3,-18
CC(=O)c1cccc(Nc2nc(N3CCOCC3)nc(N3CCOCC3)n2)c1,7,4,1,14,15,-15,-18,0,-3,0,-2
Cn1c2ccccc2c2c(C(=O)N3CCN(c4ccc(F)cc4)CC3)cn(C3CCCC3)c(=O)c21,12,5,5,8,14,22,-4,4,-4,2,-19
COc1cc2[nH]c(=O)n(C3CCCCC3)c(=O)c2cc1OC,-13,0,-34,-2,15,0,-2,2,-4,0,7
Cc1nn(-c2ccccc2)c(C)c1NC(=O)COC(=O)CCc1ccccc1,-2,-4,-17,-16,0,6,-15,-4,5,-4,9
COc1ccccc1OCCNC(=O)c1ccc(C)o1,-17,-4,-21,-61,-25,12,4,11,10,9,-35
C[C@@H](O)CNC(=O)c1[nH]cnc1C(=O)Nc1ccc(CNC(=O)OC(C)(C)C)cc1,10,-5,-5,-10,3,-54,-4,-3,0,0,11
COc1cc(CN2CCCC(CO)(Cc3ccccc3F)C2)ccc1O (stereo unspecified),-17,2,-1,13,-3,10,-6,-7,1,-12,3
CCN(C(=O)CSc1nc2ccccc2o1)C1CCS(=O)(=O)C1 (stereo unspecified),-11,1,-26,-42,-6,-5,-2,3,2,-1,-11
O=C(O)c1ccc(-c2nc(-c3ccc(Cl)cc3Cl)cs2)cc1,-73,-5,-52,-44,-53,-49,-38,-8,10,-4,-25
CC(C)c1ccccc1NCC(=O)N1CCN(Cc2ccccc2)CC1,23,-4,1,-15,5,12,25,0,9,-12,5
Cc1oc(C(=O)O)cc1CSc1nnc(-c2ccccc2)n1C,8,-5,-22,-19,-12,-21,7,-4,7,-1,-6
CCc1nc2c(nnn2Cc2ccc(F)cc2)c(=O)[nH]1,21,-3,9,-30,28,-24,-4,0,1,-7,-4
Cc1ccc(C(=O)N(C)CCOc2ccccc2)cc1S(=O)(=O)N1CCOCC1,11,-4,5,-11,2,17,9,3,-2,-1,0
O=C(NCc1ccccc1)C1CCCN(c2ncnc3c2nc2n3CCCCC2)C1 (stereo unspecified),20,-5,0,28,4,-15,6,-6,12,0,11
CCN(C[C@H]1N[C@@](Cc2ccccc2)(C(=O)OC)[C@H]2C(=O)N(Cc3ccccc3)C(=O)[C@@H]12)C(=O)COc1ccccc1,0,9,15,-23,-1,22,8,-10,-11,1,-11
Cc1ccccc1NC(=O)NCCCN1CCCC1,4,-11,6,16,11,8,8,6,-1,6,-39
CCn1c(NC(=O)c2ccco2)c(-c2ccccc2Cl)c(=O)c2ccccc21,9,3,16,-24,11,-8,-3,5,0,0,-6
COCCNC(=S)N1CCN(c2ccc(Cl)cc2)CC1,11,0,-1,-3,20,-31,20,-1,3,12,-5
CN(C)CCNc1oc(COc2cccc(Cl)c2)nc1C#N,-14,1,-6,-12,5,-28,1,-3,-2,1,-10
CC(=O)c1cc(-c2ccccc2)n(CC(=O)Nc2cccc(C)c2)c1C,-14,3,2,12,14,-2,19,4,-2,0,-15
O=C(/C=C/c1cccs1)NC1CC1,-28,0,-4,-1,-9,-10,-23,-2,2,0,-17
Cc1nn(Cc2noc(C(=O)NCc3ccc(F)cc3)n2)c(C)c1Br,2,-6,-3,3,11,21,9,-6,4,-4,-20
COC(=O)C1=C(C)NC2=C(C(=O)CCC2)C1c1cccc(C)n1 (stereo unspecified),3,-9,-15,-18,0,-8,10,-5,3,-3,-10
O=C(CSc1n[nH]c(=O)[nH]c1=O)Nc1ccc2c(c1)C(=O)c1ccccc1C2=O,-40,8,-35,-23,-31,-18,-40,0,-5,-2,-50
CCOc1ccc(CCNC(=O)COC(=O)c2c(OC)cccc2OC)cc1OCC,11,-10,-8,16,-8,3,-3,-19,2,1,-17
COc1ccc(CNC(=O)c2ccc(-n3cncn3)c3ccoc23)cc1OC,-7,-1,4,14,6,-16,3,.,6,-2,-1
O=c1c2c3c(sc2n(CCN2CCOCC2)c(=O)n1Cc1ccco1)CCCCC3,1,9,9,11,11,16,7,8,11,-1,-1
CC(=O)c1ccc(NC(=O)Cn2c(=O)oc3ccccc32)cc1,-3,4,4,-17,-11,-6,-22,3,-8,-19,-11
Cc1ccc(Oc2ncc(CN3CC(C)OC(C)C3)s2)cc1 (stereo unspecified),17,-7,9,-33,7,5,14,-2,-7,-5,5

# Single records, as listed above. Order of values: LRH-1 inv ag | NOD2 RIPK2 PPI | SRC1 inh | SRC2 inh | NCOA3 inh | TWEAK Fn14 block | NR2F2 inh | TLR9-MyD88 block | ABHD5-PLIN5 inh | Exocytosis inh | TROY signal inh
# Cc1ccc(Oc2ncc(CN3CC(C)OC(C)C3)s2)cc1 (stereo unspecified) as listed: 17 | -7 | 9 | -33 | 7 | 5 | 14 | -2 | -7 | -5 | 5
# O=C(NCc1ccccc1)C1CCCN(c2ncnc3c2nc2n3CCCCC2)C1 (stereo unspecified) as listed: 20 | -5 | 0 | 28 | 4 | -15 | 6 | -6 | 12 | 0 | 11

# Other results.
SMILES,LRH-1 inv ag,NOD2 RIPK2 PPI,SRC1 inh,SRC2 inh,NCOA3 inh,TWEAK Fn14 block,NR2F2 inh,TLR9-MyD88 block,ABHD5-PLIN5 inh,Exocytosis inh,TROY signal inh
Nc1[nH]ncc1-c1ccc(F)cc1,16,-3,-8,-8,11,3,-4,-7,0,-9,0
Cn1c(C(=O)N2CCC(C(=O)N3CCN(Cc4ccc5c(c4)OCO5)CC3)CC2)cc2sccc21,5,0,6,5,3,1,23,4,-3,1,12
O=C1NC2(CCCCC2)N=C1c1ccc(F)cc1,21,4,-19,6,-6,20,3,13,-3,-3,-8
CSc1ccccc1OCc1cc(C(=O)N2CCCC(C)C2)no1 (stereo unspecified),-93,2,-85,-51,-100,-10,-41,10,-3,12,-63
CCCCN1C(C(=O)Nc2cc(C)on2)=C(O)c2ccccc2S1(=O)=O,7,-2,3,9,-4,3,-4,-2,-1,2,11
O=C(Cn1cc(C(F)(F)F)cc(Cl)c1=O)Nc1ccc(N2CCOCC2)cc1,-15,-9,-29,-2,2,26,21,-20,-1,0,-9
Cc1cc(C(=O)OCC(=O)NNC(=O)c2cccs2)ccc1[N+](=O)[O-],-5,-1,-8,8,7,0,-10,-6,1,-1,-27
CCOc1ccc(N2CC(C(=O)NCCc3c[nH]c4ccc(OC)cc34)CC2=O)cc1 (stereo unspecified),13,9,-8,-32,2,-17,-2,-9,10,2,12
Cn1ncc([N+](=O)[O-])c1C(=O)Nc1ccccc1C(=O)O,4,1,-22,0,-17,28,-13,-1,3,-3,-11
COC(=O)c1cccc(OCC(O)Cn2cnc3cc(C)c(C)cc32)c1 (stereo unspecified),16,1,-13,-11,11,6,-12,-1,3,-1,17
CSc1cccc(NC(=O)CN(c2cccc(C)c2)S(C)(=O)=O)c1,16,5,5,1,0,22,7,-9,2,8,14
Cc1ccnc(Nc2nc3ccccc3o2)n1,-76,-6,-119,-25,-86,80*,-36,-7,3,4,31
O=C(O)CCCc1nc2ccccc2s1,-3,-3,-13,18,23,-23,8,7,4,-1,-40
CN1CCN(C(=S)Nc2ccc([N+](=O)[O-])cc2)CC1,-11,-1,-26,-7,0,-14,-11,1,-6,2,-3
O=C(Nc1ccccc1C(=O)N1CCN(Cc2ccccc2)CC1)c1ccccc1,18,-3,2,-7,17,-18,-8,3,-6,-3,7
CC(C)(NC(=O)c1cc(Cl)c2ccccc2c1O)C(=O)O,1,0,-12,-14,7,3,-2,7,-5,-7,8
C=CCOc1cccc(CNCc2ccncc2)c1,29,3,-10,26,-8,-20,20,0,-1,-4,-11
O=C(NCCCN1CCOCC1)c1ccc(-c2ccc(Cl)cc2)o1,-22,0,-3,-24,-5,-2,-3,5,7,-4,-31
O=c1c(Br)c(N2CCCC2)cnn1-c1ccccc1,-114,9,-137,-28,-84,7,-63,-2,-1,0,-28
Cc1ccn(CCC(=O)Nc2ccc(-c3ccno3)cc2)n1,4,-7,-17,-32,2,-10,5,12,-3,0,-8
CN=C1SC(CC(=O)Nc2cc(Cl)ccc2Cl)C(=O)N1C (stereo unspecified),-3,-4,-20,-10,11,-9,-3,0,-2,-1,-8
CCN1C(=O)[C@@H]2[C@@H]3CN(S(=O)(=O)c4ccc(C)cc4)[C@@H](c4cccc5ccccc45)[C@@H]3C(=O)C[C@@H]2C1=O,4,3,12,-46,-12,-26,4,.,-1,-2,2
CC(/C=C/c1ccccc1)=N\NC(=O)CSc1ccccn1,-16,1,-7,9,-9,-10,-8,-9,-4,4,-36
C/C(=N\Nc1nccnc1Cl)c1ccc(Cl)c(Cl)c1,-123,2,-78,-81,-90,-19,-34,-5,10,0,-24
O=C(NCC(c1ccc(F)cc1)N1CCOCC1)c1ccc([N+](=O)[O-])o1 (stereo unspecified),26,7,6,-10,2,-9,-12,-9,1,0,8
CCCC12CN3CC(C)(CN(C1)C31CCCCC1)C2=O,19,-5,7,-17,-7,5,-2,-14,1,-2,-6
Cc1cccc(N(Cc2cc(=O)[nH]c3ccccc23)C(=O)CCl)c1,10,-7,7,47,9,86*,-3,-2,8,2,24
Cc1cc2nc3c(=O)n(Cc4ccccc4)c(=O)[nH]c3nc2cc1N,-3,10,-2,-1,-6,6,-12,.,-13,-4,-2
O=C(NCCCN1CCCC1=O)c1cccc(NS(=O)(=O)c2ccc(Br)cc2)c1,-3,4,4,23,-9,-3,8,-5,-5,1,1
Cc1nc(C(=O)NNC(=O)c2ccccc2)c(C(F)(F)F)o1,-3,6,-9,1,6,-13,5,0,-3,6,2
CC(C)(C)NC(=O)NC(=O)CN1CCN(S(=O)(=O)c2ccc3c(c2)OCCO3)CC1,12,5,-4,-11,5,-1,27,0,2,1,2
CCCCC(=O)Nc1cccc(NC(=O)c2cccnc2Cl)c1,-14,-14,1,22,7,6,-10,3,5,-3,4
